hIAP act = increases human intestinal alkaline phosphatase activity; 330,000 tested, 0.16% active; activation factor at 10 µM; purified human IAP, CDP-Star luminescence, 30 min; hits give high values; 1 = vehicle-only enzyme, 0 = enzyme-free background; AID 2524;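 active means activation factor of the enzyme at least 2-fold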; further: the source names both 10 and 20 µM as test concentration; values of inactives mirror those of a sister screen read the other way
mIAP act = increases mouse intestinal alkaline phosphatase activity. AID 2805. muIAP, CDP-Star luminescence, 30 min; hits give high values; 1 = vehicle-only enzyme signal, 0 = enzyme-free wells. 330,000 tested, 0.24% active. activation factor at 10 µM;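 active means activation factor of at least 2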; further: the source names both 10 and 20 µM as test concentration; values of inactives mirror those of a sister screen read the other way
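Assay system: mouse IAP enzyme; reagent: chemiluminescent substrate CDP-Star; dosing: test compounds delivered from DMSO solution; schedule: 30 min at room temperature; measured by: luminescence from enzymatic CDP-Star hydrolysis; controls: DMSO-only wells and no-enzyme negative control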
hIAP block = blocks human intestinal alkaline phosphatase; inhibition, % at 10 µM; 330,000 tested, 0.12% active; P09923; purified IAP, CDP-Star luminescence, 30 min;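 active means inhibition reaching a set limit with compound at 10 µM in the primary screen, cut at about 35% in these data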;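 further: plate controls were DMSO wells with enzyme for no effect and no-enzyme buffer wells for full effect; values of inactives mirror those of a sister screen read the other way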
APOBEC3A inh = human APOBEC3A DNA deaminase inhibition | AID 493011 | P31941 | 330,000 tested, 0.41% active | recombinant A3A, FAM/TAMRA ssDNA deamination fluorescence | inhibition, % at 20 µM;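 active means at least 40% inhibition at 20 µM here, with at most 30% in a related deaminase screen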;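 further: plate controls were A3A with DMSO for no effect and wells lacking A3A enzyme for full effect; some results filed as inactive read as strong as hits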
Target sequence (P31941 whole entry, looked up): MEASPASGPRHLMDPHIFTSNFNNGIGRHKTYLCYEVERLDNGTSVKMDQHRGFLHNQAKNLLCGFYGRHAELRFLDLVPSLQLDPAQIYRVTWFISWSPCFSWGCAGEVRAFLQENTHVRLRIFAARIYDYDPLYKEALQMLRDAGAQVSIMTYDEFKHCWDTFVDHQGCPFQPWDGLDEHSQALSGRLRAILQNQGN
HKDC1 inhibitor = HKDC1 (human) hexokinase inhibition; inhibition, % at 20 µM; recombinant HKDC1, G6PDH/diaphorase resazurin coupled fluorescence; 340,000 tested, 0.16% active; Q2TB90;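 active means inhibition above about 35% when tested at 20 µM, limit read from the data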;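 further: plate controls were DMSO wells with enzyme for no effect and DMSO wells lacking enzyme for full effect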
Target sequence (Q2TB90 whole entry, looked up): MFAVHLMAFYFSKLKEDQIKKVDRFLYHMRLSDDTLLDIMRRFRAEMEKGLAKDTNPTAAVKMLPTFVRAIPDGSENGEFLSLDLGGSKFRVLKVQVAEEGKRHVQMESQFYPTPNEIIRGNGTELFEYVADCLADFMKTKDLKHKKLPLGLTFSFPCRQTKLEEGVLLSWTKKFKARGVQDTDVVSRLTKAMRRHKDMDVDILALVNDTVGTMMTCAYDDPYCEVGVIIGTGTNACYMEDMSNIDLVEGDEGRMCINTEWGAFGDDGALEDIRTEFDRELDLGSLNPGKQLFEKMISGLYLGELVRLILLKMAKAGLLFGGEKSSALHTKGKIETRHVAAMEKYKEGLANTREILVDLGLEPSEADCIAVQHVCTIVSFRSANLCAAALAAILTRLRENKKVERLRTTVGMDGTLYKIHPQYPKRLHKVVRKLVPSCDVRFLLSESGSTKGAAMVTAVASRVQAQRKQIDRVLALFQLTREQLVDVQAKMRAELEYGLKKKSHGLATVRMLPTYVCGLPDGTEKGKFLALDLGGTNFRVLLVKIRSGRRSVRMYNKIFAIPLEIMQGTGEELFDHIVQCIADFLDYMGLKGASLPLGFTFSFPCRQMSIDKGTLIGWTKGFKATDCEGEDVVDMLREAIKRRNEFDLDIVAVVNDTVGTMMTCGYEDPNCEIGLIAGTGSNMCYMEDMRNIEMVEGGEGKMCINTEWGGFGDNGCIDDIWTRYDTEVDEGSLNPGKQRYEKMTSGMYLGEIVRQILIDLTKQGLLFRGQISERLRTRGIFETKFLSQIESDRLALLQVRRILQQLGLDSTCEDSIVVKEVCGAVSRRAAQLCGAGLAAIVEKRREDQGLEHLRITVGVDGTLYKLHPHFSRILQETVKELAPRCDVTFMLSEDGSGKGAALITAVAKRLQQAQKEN
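Assay system – recombinant HKDC1 (HK5) hexokinase enzyme, produced in-house · Input – HKDC1 at 5 µg/mL · Reagent – glucose plus 1 mM ATP as hexokinase substrates · Timing – 90 min reaction incubation at room temperature, dark · Measured by – G6PDH/diaphorase-coupled fluorescence, 1 mM NADP, 100 µM resazurin, 525/613 nm · Benchmarks – DMSO-enzyme wells negative, buffer-substituted wells positive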
ATG4B inhibitor = ATG4B (human) cysteine protease inhibition; inhibition, % at 8.33 µM; Q9Y4P1; ATG4B cleavage of LC3-PLA2, NBD-HPC fluorescence, 1 h; AID 504462; 340,000 tested, 0.51% active; in the data active means inhibition above about 40%
mIAP inh = blocks mouse intestinal alkaline phosphatase; 330,000 tested, 0.2% active; inhibition, % at 10 µM; purified mouse IAP, CDP-Star luminescence, 30 min;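 active means inhibition of at least 40% at 10 µM in the primary screen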;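 further: plate controls were DMSO with enzyme for no effect and no enzyme wells for full effect; values of inactives mirror those of a sister screen read the other way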
PfG6PD inh = PfG6PD (Plasmodium falciparum) enzyme inhibition. PfGluPho enzyme, NADPH resazurin-diaphorase fluorescence. inhibition, % at 20 µM. 350,000 tested, 0.78% active;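 active means inhibition reaching at least a set limit at 20 µM in the primary screen, cut at about 59% in these data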;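 further: 0% = DMSO wells with substrate and 100% = DMSO wells lacking glucose-6-phosphate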
The depositor's hits bear a star; . = not tested or not shown.

hIAP act	mIAP act	hIAP block	molecule	APOBEC3A inh	HKDC1 inhibitor	ATG4B inhibitor	mIAP inh	PfG6PD inh
0.93	0.99	7	C=CCNC(=O)C1(S(=O)(=O)c2ccccc2)CC=CC1	-1	1	2	1	-16
1.2	1	-16	CCN(C(=O)COC(=O)c1ccc(F)c(S(=O)(=O)N2CCOCC2)c1)C1CCS(=O)(=O)C1 (stereo not given)	3	-8	-3	0	-1
1.1	0.94	-8	COC(=O)C(Cc1ccccc1)NC(=O)CC(C)CC(=O)Nc1ccc(OC)cc1OC (stereo not given)	-4	4	1	6	-18
1.1	0.81	-11	CC(C)=CCc1c(-c2ccc(O)cc2O)oc2c3c(cc(O)c2c1=O)OC(C)(C)C=C3	0	-7	13	19	5
1.1	1.1	-8	O=C(Cn1nnc(-c2ccccc2)n1)Nc1cccc(S(=O)(=O)N2CCCC2)c1	2	1	-6	-11	8
0.92	1	8	COc1ccc2oc(C(=O)OCC(=O)Nc3ccccc3OC)c(C)c2c1	3	-4	-6	-2	-4
.	0.96	.	O=S(=O)(NCCc1ccc(F)cc1)c1ccc(F)cc1Br	0	0	-3	4	5
0.97	1	3	COc1ccc(C(=O)COC(=O)CNC(=O)c2ccc(C)s2)c(OC)c1	-1	-3	-9	-1	2
0.9	0.92	10	COc1cc(Cl)ccc1OCc1cc(C(=O)NCC(C)c2ccccc2)no1 (stereo not given)	-2	0	-2	8	-10
0.69	0.99	31	COc1ccc(CCN2CC(C(=O)NCCN3CCCC3=O)CCC2=O)cc1 (stereo not given)	3	2	8	0	1
0.88	0.98	12	NC(=O)c1nsc(C(=O)N(c2ccc3c(c2)OCO3)C(C(=O)NCC2CCCO2)c2ccc(F)cc2)c1N (stereo not given)	-2	3	-3	2	25
0.98	0.93	2	C#CCOc1nc(C)cc(C)c1S(=O)(=O)c1ccccc1C	-1	-5	0	7	16
0.91	1	9	COc1ccc(C/C(N)=N/OC(=O)c2cccc([N+](=O)[O-])c2)cc1	-5	-4	-1	-4	-2
0.92	0.86	8	CN1C(=O)C(C)(C)c2cc(S(=O)(=O)N3CCN(c4ccccc4F)CC3)ccc21	-5	1	7	14	-3
0.84	0.94	16	O=c1[nH]cc(I)cc1I	37	5	6	6	-17

The list goes on:
hIAP act	mIAP act	hIAP block	molecule	APOBEC3A inh	HKDC1 inhibitor	ATG4B inhibitor	mIAP inh	PfG6PD inh
0.93	1	7	COC(=O)c1scc(S(=O)(=O)C(C)(C)C)c1N	0	-1	-8	0	4
0.92	0.95	8	Cc1ccc(C(=O)CC2C(=O)N(c3ccccc3)C(=S)N2c2ccccc2)cc1 (stereo not given)	-2	-1	1	4	8
0.95	1	5	CCOC(=O)C1CCN(C(=O)Cn2cc(C(=O)C3CC3)c3ccccc32)CC1	-3	-12	-6	-1	22
1.3	0.95	-29	COc1ccc(N=Nc2c(C)[nH][nH]c2=O)cc1	0	-10	0	5	8
1.1	1	-7	O=C(CN1CCN(S(=O)(=O)c2cccc(Cl)c2)CC1)N1CCCCC1	1	1	2	-1	-7
0.91	0.98	9	O=C(CN1C(=O)NC2(CCCC2)C1=O)N1CCN(C(=O)c2ccco2)CC1	-2	12	0	2	11
1.7	0.97	-70	Cc1nnc(SCC(=O)NNC(=O)COc2ccc(Br)cc2)n1C	-2	4	-20	3	-7
1	0.95	-2	CCOC(=O)NC1(NCc2ccccc2)Oc2ccccc2O1	-4	14	-5	5	25
1	1.1	-4	CCOc1nc(-c2ccccc2)ncc1Oc1ccccc1	-4	-1	-1	-13	1
0.93	1.1	7	Cc1onc(-c2ccccc2Cl)c1C(=O)OCC(=O)Nc1cccc(S(=O)(=O)N2CCOCC2)c1	-2	-5	-9	-7	12
1	1	-4	CCOC(=O)C1CCN(C(=O)c2cc(S(=O)(=O)N3CCCCCC3)ccc2OC)CC1	-3	-4	0	-4	-12
1.2	0.98	-22	Cc1cc(NC(=O)c2cc(S(=O)(=O)N3CCCCC3)ccc2C)no1	14	5	4	2	-17
1.2	1	-24	CCCC(=O)Nc1sc(C(=O)OC)c(C)c1C(N)=O	-1	-5	-11	-1	18
1.1	0.88	-10	COC(=O)c1ccc(CN2CCN(Cc3ccc(F)cc3)C(CCO)C2)cc1 (stereo not given)	-2	-5	12	12	-5
0.95	1.1	5	Cc1ccc(C)c(NCc2n[nH]c(=S)n2-c2ccccc2)c1	-2	-7	8	-10	46

(listing goes on)
hIAP act	mIAP act	hIAP block	molecule	APOBEC3A inh	HKDC1 inhibitor	ATG4B inhibitor	mIAP inh	PfG6PD inh
.	1.1	.	O=C(C[C@H]1C[C@H](C(=O)N2CCOCC2)[C@@]2(CCC3CCCC3)c3[nH]c4cc(-c5ccco5)ccc4c3CCN2C1=O)NCc1cccc(C(F)(F)F)c1	-1	9	.	-13	13
1	0.92	-5	CCOc1cc(/C=N/NC(=O)OC)ccc1OCCSc1ccc(Cl)cc1	0	-15	-5	8	-2
0.92	0.96	8	O=C(O)C/C(=C\c1cc2c(cc1Br)OCO2)c1nc2ccccc2s1	-4	4	-5	4	19
1	0.94	-2	Cc1ccc2c(CN(C)Cc3cccc(Cl)c3)cc(=O)oc2c1C	-3	-4	8	6	15
1	0.94	0	CCCOc1ccc(C(F)(F)F)cc1NS(=O)(=O)c1ccc(Cl)nc1	1	-1	2	6	-9
1.3	1.1	-34	Cc1ccc(C)c2c1N(Cc1ccccc1)C(=O)C21OCCO1	-6	-4	2	-12	-6
0.98	0.96	2	COc1ccc(C[C@@H]2CN3C(=NC[C@@H]3C)N2C[C@H](C)NC(=O)CCC2CCCCC2)cc1	3	9	-1	4	4
0.81	1	18	O=C(O)CNC(=O)c1cccc(C(F)(F)F)c1	-3	-4	-1	-2	-1
0.91	0.93	9	COc1cc(/C=N/NC(=O)c2cc3ccccc3[nH]2)ccc1O	0	-5	-20	7	18
0.95	1.1	5	CCC(=O)N1c2ccc(S(=O)(=O)CCC(=O)NCc3ccc4c(c3)OCO4)cc2CC1C (stereo not given)	0	3	-10	-7	5
1	0.91	-1	O=C(CN(c1cccc(C(F)(F)F)c1)S(=O)(=O)c1ccc(Cl)c([N+](=O)[O-])c1)NCc1ccc(F)cc1	-2	14	40	9	15
1.1	0.99	-7	CC(C)CCN=Cc1c(O)n(-c2ccccc2)c(=O)c2ccccc12	-2	1	-5	0	3
1	1	0	CCc1nc(C)cn1S(=O)(=O)c1ccc([N+](=O)[O-])cc1	-5	-10	-3	-2	15
1	1.1	-2	O=C(Oc1ccc2c(c1)OCO2)C12CC3CC(CC(C3)C1)C2	3	3	8	-6	1
1.1	1.1	-6	COc1ccc(S(=O)(=O)NC(C(C)C)C(C)C)cc1OC	-3	8	1	-9	-9

Carrying on.
hIAP act	mIAP act	hIAP block	molecule	APOBEC3A inh	HKDC1 inhibitor	ATG4B inhibitor	mIAP inh	PfG6PD inh
0.83	0.93	17	O=C(CN1CCC(O)(c2cccc(C(F)(F)F)c2)CC1)NCCc1ccccc1	-4	-4	3	7	5
0.98	0.92	2	O=C(CSc1cc(Cl)ccc1Cl)NCC1CCCO1 (stereo not given)	-3	-13	8	8	-1
0.96	0.98	4	Cc1ccc(S(=O)(=O)N2CCN(C(=O)c3cc4c(C)nn(-c5ccccc5C)c4s3)CC2)cc1	-1	3	-4	2	3
0.81	0.92	19	O=C(NCC1CCCN1S(=O)(=O)c1cccs1)C(=O)Nc1ccccc1Cl (stereo not given)	-4	-2	11	8	10
1.1	0.99	-7	COc1ccc(C(=O)Nc2ccc3nc(N4CCCCC4)cc(C)c3c2)cc1OC	0	-2	-2	1	11
0.96	0.9	4	O=C(Nc1ccc(-c2nnc(-c3ccccc3)o2)cc1)c1ccc(Br)o1	0	2	-14	10	-7
1	1	-2	CCc1cc2c(NCc3ccco3)ncnc2s1	0	-1	14	-2	-10
1.3	0.79	-26	O=C(Cc1nnc(NC(=O)c2ccccc2)s1)N/N=C/c1cccc(O)c1	-1	-4	0	21	-7
0.98	0.89	2	O=C1c2cc(Br)ccc2N(Cc2ccc(Br)cc2)S(=O)(=O)C1c1cc(Cl)c(Cl)cc1[N+](=O)[O-] (stereo not given)	-2	2	68*	11	-11
1.1	0.9	-5	Cc1cccnc1CN1CCN(C(=O)c2cc(COc3ccc4ncccc4c3)on2)CC1	-2	0	-12	10	-5
0.95	1.1	5	O=C(N/N=C/c1ccncc1)c1cc([N+](=O)[O-])cc([N+](=O)[O-])c1	-6	-7	10	-8	-10
1	0.96	-2	C=CCNC(=O)Nc1ccc(Cl)cn1	-1	0	0	4	7
0.94	1.1	6	O=C(CC1SC(=Nc2ccc(OC(F)F)cc2)N(CCN2CCOCC2)C1=O)Nc1ccc(F)cc1F (stereo not given)	-2	7	-13	-13	13
0.75	0.95	25	COc1ccc(-c2cc(=O)c3ccccc3n2C)cc1	-4	-5	-11	5	16
1.1	1.1	-10	Cc1ccc(NC(=O)CC2S/C(=N/N=C3/NC(=O)CS3)NC2=O)cc1 (stereo not given)	-7	4	-7	-11	-16

More compounds.
hIAP act	mIAP act	hIAP block	molecule	APOBEC3A inh	HKDC1 inhibitor	ATG4B inhibitor	mIAP inh	PfG6PD inh
0.94	0.97	6	Fc1cccc(NC(=S)N2CCCCC2)c1	-3	3	4	3	1
1	1.1	-3	COc1cc(NC(=O)C2CCC(=O)N2S(=O)(=O)c2ccc(C)cc2)cc(OC)c1 (stereo not given)	-5	1	-18	-5	14
0.9	1	10	O=C(CCCOC(=O)c1ccc(O)cc1O)c1ccccc1	0	0	-50	-3	2
0.95	0.92	5	Cc1ccc(C)c(N2N=C(C(=O)NCCN3C(=O)S/C(=C\c4cccnc4)C3=O)CCC2=O)c1	6	8	-9	8	20
1.2	0.97	-19	C/C(=N/NC(=O)c1ccc(C)s1)c1ccncc1	1	-3	-8	3	-4
1.1	0.73	-12	COCCn1c(SCC(=O)N2CCCc3ccccc32)nc2cccnc21	0	0	2	27	11
1.6	1.4	-55	Cc1ccc2nc(N3CC(C)OC(C)C3)nc(-c3ccccc3)c2c1 (stereo not given)	2	6	-1	-36	-10
0.97	1	3	CCOC(=O)c1c(C)[nH]c(C(=O)COC(=O)C2(C)CC2(Cl)Cl)c1C (stereo not given)	5	5	-11	-2	7
1	0.91	0	COc1ccc(CNC(=O)C2CC(C)=C(C)CC2C(=O)O)cc1OC (stereo not given)	-6	-2	1	9	5
1.3	1	-30	Cc1csc(NC(=O)CN2C(=O)COc3ccc(Cl)cc32)n1	1	-6	-3	-4	10
0.89	0.98	11	O=C1COC(c2ccccc2)=CN1Cc1ccccc1	-3	-1	-4	2	10
0.98	1	2	O=C(CN1C(=O)c2ccccc2S1(=O)=O)NCc1ccco1	1	6	-3	-2	5
1	0.92	0	O=C(CCC(=O)N(CC(=O)NC1CCCCC1)Cc1cccs1)Nc1nccs1	4	0	-5	8	-7
1.1	0.98	-6	Cc1cc2cc3c(cc2nc1SCC(=O)N1CCOCC1)OCO3	-2	-1	-1	2	-2
1	0.95	-5	COc1ccc(NC(=O)c2ccccc2NS(=O)(=O)c2ccc(C)cc2)c([N+](=O)[O-])c1	-5	9	2	5	-20
0.99	0.98	1	Cc1cc(C)c(S(=O)(=O)N2CCCCC2CCNC(=O)C(=O)NCc2cccnc2)c(C)c1 (stereo not given)	-1	0	-2	2	-4
1.2	1	-24	Clc1cccc2sc(N3CCOCC3)nc12	1	2	-2	-1	-12
0.98	1.1	2	CCCOc1cccc(C(=O)Nc2ccc(Br)cc2F)c1	1	-4	0	-7	-4

Screening data from PubChem BioAssay.

Rows are unselected (roughly 2.4% active in at least one column).
